# TcdB inh: inhibitors of Clostridioides difficile toxin B glycohydrolase; P18177; TcdB glycohydrolase enzymatic assay, plate reader; inhibition, % at 9.99 µM; 350,000 tested, 0.24% active; AID 652162; in the data active = inhibition above about 10%
# Target sequence (P18177 whole entry, looked up): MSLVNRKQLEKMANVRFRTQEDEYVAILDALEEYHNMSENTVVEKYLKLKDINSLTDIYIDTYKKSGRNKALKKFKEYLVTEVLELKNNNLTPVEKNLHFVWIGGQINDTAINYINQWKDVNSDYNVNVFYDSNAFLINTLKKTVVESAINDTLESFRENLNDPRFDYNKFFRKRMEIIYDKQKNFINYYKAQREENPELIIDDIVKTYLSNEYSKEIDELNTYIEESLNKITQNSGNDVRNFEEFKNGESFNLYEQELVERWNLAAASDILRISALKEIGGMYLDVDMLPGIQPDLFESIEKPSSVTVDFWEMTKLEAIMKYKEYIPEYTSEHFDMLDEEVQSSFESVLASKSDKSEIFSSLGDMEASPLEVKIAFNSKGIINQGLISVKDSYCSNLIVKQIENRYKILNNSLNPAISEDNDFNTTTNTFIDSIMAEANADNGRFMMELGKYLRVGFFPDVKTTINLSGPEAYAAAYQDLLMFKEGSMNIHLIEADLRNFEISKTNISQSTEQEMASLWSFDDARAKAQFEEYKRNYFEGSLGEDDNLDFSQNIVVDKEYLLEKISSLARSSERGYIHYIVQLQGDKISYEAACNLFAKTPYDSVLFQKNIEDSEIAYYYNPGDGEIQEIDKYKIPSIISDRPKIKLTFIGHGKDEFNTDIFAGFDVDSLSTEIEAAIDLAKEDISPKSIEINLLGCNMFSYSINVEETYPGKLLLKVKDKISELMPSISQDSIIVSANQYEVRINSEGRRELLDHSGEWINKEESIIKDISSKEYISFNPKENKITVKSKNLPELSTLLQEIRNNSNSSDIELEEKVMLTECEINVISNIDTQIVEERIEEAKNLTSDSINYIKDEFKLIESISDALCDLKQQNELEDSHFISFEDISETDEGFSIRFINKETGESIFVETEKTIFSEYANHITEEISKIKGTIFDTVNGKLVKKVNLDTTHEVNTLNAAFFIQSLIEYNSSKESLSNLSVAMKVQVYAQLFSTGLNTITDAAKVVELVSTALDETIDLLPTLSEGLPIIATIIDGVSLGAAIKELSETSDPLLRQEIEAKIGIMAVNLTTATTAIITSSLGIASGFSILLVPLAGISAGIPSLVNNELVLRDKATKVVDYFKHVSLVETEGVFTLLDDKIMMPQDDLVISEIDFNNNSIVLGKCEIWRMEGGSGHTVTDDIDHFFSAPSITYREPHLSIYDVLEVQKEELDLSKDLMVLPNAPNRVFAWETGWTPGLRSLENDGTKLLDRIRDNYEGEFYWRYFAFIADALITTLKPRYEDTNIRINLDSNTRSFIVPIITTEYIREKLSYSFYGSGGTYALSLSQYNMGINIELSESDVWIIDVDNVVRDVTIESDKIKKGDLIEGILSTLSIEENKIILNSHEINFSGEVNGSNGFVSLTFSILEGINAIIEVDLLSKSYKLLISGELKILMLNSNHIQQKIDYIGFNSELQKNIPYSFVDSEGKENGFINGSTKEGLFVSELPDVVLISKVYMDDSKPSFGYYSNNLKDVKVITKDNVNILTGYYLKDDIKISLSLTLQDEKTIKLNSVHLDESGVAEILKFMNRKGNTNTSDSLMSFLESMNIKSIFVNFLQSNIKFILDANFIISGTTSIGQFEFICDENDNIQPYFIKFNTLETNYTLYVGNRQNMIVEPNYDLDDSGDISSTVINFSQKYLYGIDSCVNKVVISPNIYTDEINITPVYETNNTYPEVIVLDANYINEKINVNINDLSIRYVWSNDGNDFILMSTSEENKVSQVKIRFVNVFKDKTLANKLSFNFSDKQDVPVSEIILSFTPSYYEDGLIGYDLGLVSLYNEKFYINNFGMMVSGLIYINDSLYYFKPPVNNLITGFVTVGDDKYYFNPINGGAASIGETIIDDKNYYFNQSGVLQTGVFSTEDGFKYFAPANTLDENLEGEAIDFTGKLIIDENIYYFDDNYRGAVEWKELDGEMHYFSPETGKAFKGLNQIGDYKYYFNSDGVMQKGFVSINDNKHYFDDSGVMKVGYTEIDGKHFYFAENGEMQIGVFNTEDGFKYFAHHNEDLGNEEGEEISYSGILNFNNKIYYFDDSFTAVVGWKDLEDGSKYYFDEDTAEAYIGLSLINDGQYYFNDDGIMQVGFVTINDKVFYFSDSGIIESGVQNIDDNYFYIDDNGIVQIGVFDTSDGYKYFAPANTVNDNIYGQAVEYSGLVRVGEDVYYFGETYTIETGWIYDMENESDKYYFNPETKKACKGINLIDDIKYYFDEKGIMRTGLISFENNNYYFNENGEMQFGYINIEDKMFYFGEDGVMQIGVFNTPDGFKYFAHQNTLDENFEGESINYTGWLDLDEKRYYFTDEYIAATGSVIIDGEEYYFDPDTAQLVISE
# The depositor's hits bear a star.
SMILES,TcdB inh
C[C@@H]1CN([C@@H](C)CO)C(=O)Cc2cc(NC(=O)Nc3ccc(C(F)(F)F)cc3)ccc2O[C@@H]1CN(C)Cc1ccc(Oc2ccccc2)cc1,-9.8
COc1ccccc1NC(=O)N[C@@H]1CC[C@H](CCNS(=O)(=O)c2ccccc2)O[C@@H]1CO,-1.0
CCCN(CCC)Cc1cc(=O)oc2ccccc12,1.3
COc1ccc(NC(=O)Nc2ccc3c(c2)C(=O)N([C@@H](C)CO)C[C@H](C)[C@H](CN(C)Cc2ccc(Oc4ccccc4)cc2)O3)cc1,-0.3
CC(=O)N1[C@H](C(=O)N2CCc3ccccc3C2)[C@@H](CO)[C@@H]2Cn3c(ccc(-c4cccnc4)c3=O)[C@@H]21,1.6
O=C(O)[C@@H]1[C@@H](CO)[C@@H]2Cn3c(ccc(C4=CCCCC4)c3=O)[C@@H]2N1Cc1ccc2c(c1)OCO2,-2.2
CC(C)NC(=O)N1[C@H](CO)[C@H]2c3ccccc3N(C(=O)Nc3ccc(F)cc3)C[C@H]21,-1.8
C[C@@H]1CN([C@@H](C)CO)C(=O)c2cc(NC(=O)CCN3CCOCC3)ccc2O[C@H]1CN(C)C(=O)Nc1cccc2ccccc12,-0.1
Cc1cccc(C)c1NC(=O)C1(C)CN(S(C)(=O)=O)CC(=O)N1CCOc1ccccc1 (configuration not stated),-0.6
C[C@H]1CN([C@@H](C)CO)S(=O)(=O)c2ccc(C#CC3CC3)cc2O[C@H]1CN(C)C,-4.1
COCCN1C(=O)CN(S(C)(=O)=O)CC1(C)C(=O)Nc1c(C)cccc1C (configuration not stated),-0.2
COc1ccc(CNC(=O)C[C@H]2C[C@@H]3c4cc(NS(=O)(=O)c5ccc(F)cc5)ccc4O[C@@H]3[C@@H](CO)O2)cc1,0.1
COc1ccc(S(=O)(=O)N(C)C[C@H]2Oc3ccc(NS(=O)(=O)c4c(C)noc4C)cc3C(=O)N([C@H](C)CO)C[C@H]2C)cc1,0.3
O=C(c1cccc(F)c1)N1CCCCN2[C@H](C1)[C@H](c1ccc(-c3cccnc3)cc1)[C@@H]2CO,0.2
CCCCCCCCN1C(=O)[C@@H](CC(=O)N2CCN(C(=O)C3CC3)CC2)C[C@@]2(C(=O)OC)C1=C[C@H](C1CCCC1)O[C@@H]2C,0.5
C[C@H](CO)N1C[C@H](C)[C@H](CN(C)C(=O)Nc2cc(F)ccc2F)Oc2cc(-c3cccc(F)c3)ccc2S1(=O)=O,-0.2
COCC(=O)N1[C@H](CO)[C@H](c2ccccc2-c2ccccc2)[C@@H]1C#N,-0.2
CCCNC(=O)[C@@H]1[C@@H](CO)[C@@H]2Cn3c(ccc(-c4cccc(OC)c4)c3=O)[C@@H]2N1C,0.5
O=C(C1CCC1)N1CC[C@@H]2[C@H](CO)Nc3ccc(Br)cc3[C@@H]21,0.3
C[C@H](CO)N1C[C@H](C)[C@H](CN(C)S(=O)(=O)c2ccc(Cl)cc2)Oc2ccc(NC(=O)Nc3ccc4c(c3)OCO4)cc2CC1=O,-0.1
C[C@@H]1CN([C@@H](C)CO)C(=O)c2cc(NC(=O)c3ccccc3)ccc2O[C@@H](C)CCCCO[C@H]1CN(C)Cc1ccc2c(c1)OCO2,0.4
O=C(C[C@H]1C=C[C@H](NC(=O)c2ccc(F)cc2)[C@H](CO)O1)NCCc1ccncc1,1.7
COc1ccc(-c2cnc3c(c2)C(=O)N([C@@H](C)CO)C[C@H](C)[C@H](CN(C)C(=O)C2CCC2)O3)cc1,-0.5
N#C[C@@H]1[C@@H](c2ccccc2-c2ccccc2)[C@@H](CO)N1C(=O)NC1CCCCC1,-1.5
N#C[C@@H]1[C@H](c2ccccc2-c2cccc(F)c2)[C@H](CO)N1C(=O)Cc1cccnc1,-1.2
SMILES,TcdB inh
C=CC(=O)Nc1cccc(Oc2nc(Nc3ccc(N4CCN(C)CC4)cc3OC)ncc2Cl)c1,-2.0
CCCC(=O)Nc1ccc2c(c1)C(=O)N(C)C[C@@H](OC)[C@H](C)CN(C(=O)CN(C)C)[C@H](C)CO2,-0.4
COc1ccc2c3c([nH]c2c1)[C@@H](CO)N(C(=O)c1cccnc1)CC31CCN(C(=O)CN(C)C)CC1,0.4
COc1ccc(S(=O)(=O)Nc2ccc3c(c2)C(=O)N([C@H](C)CO)C[C@@H](C)[C@H](CN(C)C(=O)NC2CCCCC2)OCCCC[C@H](C)O3)cc1,2.9
CO[C@@H]1CN(C)C(=O)c2ccc(NS(C)(=O)=O)cc2OC[C@H](C)N(C(=O)NC(C)C)C[C@H]1C,1.0
C[C@@H]1CN([C@@H](C)CO)C(=O)c2ccccc2-c2ccccc2CO[C@@H]1CN(C)C(=O)[C@@H]1CCCN1C,-0.8
CC(C)NC(=O)N[C@H]1C[C@@H]2O[C@@H](CO)CC[C@@H]2O[C@@H]1CCc1ccc(-c2ccccc2F)cc1,-1.1
CO[C@@H]1CN(C)C(=O)c2ccc(NC(=O)c3cc(C)on3)cc2OC[C@@H](C)N(S(=O)(=O)c2cccc(Cl)c2)C[C@H]1C,-0.5
C[C@@H]1CCCCO[C@H](CN(C)C(=O)c2ccccc2)[C@H](C)CN([C@@H](C)CO)C(=O)c2cc(NS(=O)(=O)c3cccs3)ccc2O1,-0.2
C[C@@H]1CCCCO[C@@H](CN(C)C(=O)CCCN(C)C)[C@H](C)CN([C@@H](C)CO)C(=O)c2cc(NS(=O)(=O)c3ccc(Cl)cc3)ccc2O1,-0.1
COc1ccccc1NC(=O)N1CC[C@@H]2[C@H]1c1cc(-c3ccccc3)ccc1N(C)[C@H]2CO,-0.2
O=C(C[C@H]1C[C@@H]2c3cc(NC(=O)Nc4ccccc4)ccc3O[C@@H]2[C@@H](CO)O1)NC1CCCC1,0.0
C[C@H]1CN([C@@H](C)CO)C(=O)c2cc(C#Cc3cccnc3)cnc2O[C@@H]1CN(C)Cc1cccnc1,-0.8
Cc1ccc(S(=O)(=O)N(C)C[C@@H]2Oc3ccc(NS(=O)(=O)c4ccc(Cl)cc4)cc3C(=O)N([C@H](C)CO)C[C@@H]2C)cc1,1.2
O=C(C[C@H]1C=C[C@@H](NS(=O)(=O)c2ccc(F)cc2)[C@H](CO)O1)N1CCN(c2ccccc2)CC1,-0.1
C[C@@H]1CN([C@@H](C)CO)C(=O)c2cc(NC(=O)CCC(F)(F)F)ccc2O[C@@H]1CN(C)C(=O)Nc1ccc2c(c1)OCO2,-9.0
CCOC(=O)[C@]12CCCC=C1N(CCC1=CCCCC1)C(=O)[C@H](CC(=O)N1CCCC1)C2,-0.3
C[C@H]1CN([C@@H](C)CO)S(=O)(=O)c2ccc(C#CCN(C)C)cc2O[C@H]1CN(C)Cc1ccncc1,-0.1
CCCN1[C@H](C(=O)OC)[C@@H](CO)[C@@H]2Cn3c(ccc(-c4ccncc4)c3=O)[C@@H]21,-0.6
C[C@@H]1CN([C@@H](C)CO)C(=O)Cc2cc(NS(=O)(=O)c3cccs3)ccc2O[C@H]1CN(C)S(=O)(=O)c1ccccc1,0.4
OC[C@H]1[C@@H](c2ccccc2)C2(CN(Cc3ccccc3)C2)N1Cc1ccncc1,1.0
COc1ccccc1S(=O)(=O)N1CC[C@@H]2[C@H]1c1cc(-c3ccc(F)cc3)ccc1N[C@@H]2CO,0.0
O=C(O)Cn1cnc2c(NCc3ccccc3)ncnc21,-11.3
O=C(C[C@H]1C=C[C@H](NC(=O)Nc2ccc(F)cc2)[C@@H](CO)O1)NCc1cccc(F)c1,0.1
Cn1cnc(S(=O)(=O)N[C@@H]2CC[C@H](CC(=O)Nc3ccccc3)O[C@@H]2CO)c1,0.4
SMILES,TcdB inh
C[C@H]1CN([C@@H](C)CO)C(=O)c2c(c3ccccc3n2C)-c2ccccc2CO[C@H]1CN(C)C(=O)CCC(F)(F)F,0.1
O=C(c1ccccc1)N(CC1CCC1)C[C@@H]1N[C@H](CO)[C@@H]1c1ccccc1,0.3
C[C@H](NC(=O)[C@H]1[C@H](CO)[C@H]2Cn3c(cccc3=O)[C@H]2N1CC1CCCCC1)c1ccccc1,0.4
C[C@@H]1CN([C@@H](C)CO)C(=O)c2cc(NS(C)(=O)=O)ccc2O[C@H]1CN(C)S(=O)(=O)c1cccs1,-1.7
CCN(C[C@H]1N[C@@H](CO)[C@@H]1c1ccccc1)C(=O)c1ccncc1,-0.1
O=C(C[C@H]1C=C[C@H](NC(=O)Cc2cccnc2)[C@@H](CO)O1)Nc1ccccc1,0.6
C[C@@H]1CN([C@@H](C)CO)C(=O)c2cc(N(C)C)ccc2O[C@@H](C)CCCCO[C@@H]1CN(C)C(=O)CCC(F)(F)F,-34.3
C[C@H]1CN([C@@H](C)CO)C(=O)c2cc(NC(=O)NC3CCCCC3)ccc2O[C@H]1CN(C)Cc1ccc(Oc2ccccc2)cc1,-13.5
Cc1noc(C)c1NC(=O)N(C)C[C@H]1Oc2ncc(C#CCN(C)C)cc2C(=O)N([C@H](C)CO)C[C@@H]1C,-0.1
CCCC(=O)Nc1ccc2c(c1)OC[C@H](C)N(CC1CCCC1)C[C@H](C)[C@@H](OC)CN(C)C2=O,29.5*
O=C(C[C@H]1C[C@@H]2c3cc(NS(=O)(=O)c4ccc(F)cc4)ccc3O[C@@H]2[C@H](CO)O1)NCc1ccc(Cl)cc1,1.1
CCCN(C)C[C@@H]1Oc2cc(C#Cc3cccnc3)ccc2S(=O)(=O)N([C@@H](C)CO)C[C@@H]1C,-0.1
C[C@@H]1CN([C@H](C)CO)C(=O)Cc2cc(NC(=O)CCC(F)(F)F)ccc2O[C@@H]1CN(C)Cc1ccncc1,0.0
CNC[C@@H]1Oc2ccc(NC(=O)Cc3ccccc3)cc2C(=O)N([C@H](C)CO)C[C@@H]1C,-0.6
C[C@H](CO)N1C[C@H](C)[C@H](CN(C)Cc2ccc3c(c2)OCO3)Oc2c(NC(=O)C3CCOCC3)cccc2C1=O,0.1
CC(=O)N1CC2(C1)[C@H](c1ccccc1)[C@@H](CO)N2Cc1cccc(Cl)c1,0.8
Cc1ccc(S(=O)(=O)N(C)C[C@@H]2Oc3ccc(NC(=O)Cc4cn(C)c5ccccc45)cc3CC(=O)N([C@@H](C)CO)C[C@@H]2C)cc1,-0.3
C[C@H]1CN([C@@H](C)CO)C(=O)c2cccc(NC(=O)c3nc4ccccc4s3)c2O[C@H]1CN(C)S(=O)(=O)c1ccc(Cl)cc1,-4.5
C[C@H]1CN([C@@H](C)CO)C(=O)c2cccc(NC(=O)C3CCOCC3)c2O[C@H]1CN(C)Cc1ccc(-c2ccccc2)cc1,0.4
COc1ccc2c3c([nH]c2c1)[C@@H](CO)N(C(=O)Nc1ccc(F)cc1)CC31CCN(S(=O)(=O)c2cccc(F)c2)CC1,-0.2
C[C@H]1[C@@H]2C[C@@]3(O[C@H](c4ccc(C(F)(F)F)cc4)N=C3C[C@@H]1c1ccccc1)N(Cc1ccncc1)C2=O,1.2
N#C[C@H]1[C@H](c2ccc(C3=CCCC3)cc2)[C@@H](CO)N1C(=O)c1cccc(F)c1,-1.3
Cc1ccc(S(=O)(=O)Nc2cccc3c2O[C@@H](CN(C)Cc2ccc(C(=O)Nc4ccccc4N)cc2)[C@H](C)CN([C@H](C)CO)C3=O)cc1,-1.0
COc1cccc(C#Cc2ccc3c(c2)[C@H]2[C@H](CCN2C(=O)CC2CC2)[C@@H](CO)N3)c1,-0.3
COc1ccc(S(=O)(=O)N(C)C[C@H]2Oc3ccc(NC(=O)c4ccncc4)cc3C(=O)N([C@@H](C)CO)C[C@@H]2C)cc1,2.1
SMILES,TcdB inh
COc1ccc(NC(=O)N(C)C[C@@H]2Oc3ccc(NS(=O)(=O)c4ccccc4)cc3C(=O)N([C@H](C)CO)C[C@H]2C)cc1,-0.6
CC(C)CC#Cc1ccc([C@@H]2[C@@H](CO)N3C(=O)CN(C(=O)NC4CCCCC4)C[C@@H]23)cc1,-0.7
O=C(C[C@@H]1C[C@H]2c3cc(NS(=O)(=O)c4ccc(F)cc4)ccc3O[C@H]2[C@H](CO)O1)NCCN1CCCCC1,0.3
CCNC(=O)Nc1ccc2c(c1)C(=O)N(C)[C@@H]1CC[C@@H](CC(=O)Nc3ccccc3)O[C@H]1CO2,0.6
Cc1ccc(S(=O)(=O)NCC[C@@H]2CC[C@H](NC(=O)c3cccnc3)[C@H](CO)O2)cc1,-1.3
C[C@H]1CN([C@@H](C)CO)C(=O)c2cc(NC(=O)NC3CCCCC3)ccc2O[C@H]1CN(C)Cc1ccc(C(=O)O)cc1,0.2
C[C@@H]1CN([C@H](C)CO)C(=O)c2cc(NC(=O)CCN3CCOCC3)ccc2O[C@H]1CN(C)C(=O)Nc1ccc(C(F)(F)F)cc1,-6.4
O=C(CN1CCOCC1)N[C@@H]1CC[C@@H](CCNC(=O)C2CCC2)O[C@H]1CO,1.9

# In the list so far, these contain a COOH group:
SMILES,TcdB inh
O=C(O)[C@@H]1[C@@H](CO)[C@@H]2Cn3c(ccc(C4=CCCCC4)c3=O)[C@@H]2N1Cc1ccc2c(c1)OCO2,-2.2
O=C(O)Cn1cnc2c(NCc3ccccc3)ncnc21,-11.3
C[C@H]1CN([C@@H](C)CO)C(=O)c2cc(NC(=O)NC3CCCCC3)ccc2O[C@H]1CN(C)Cc1ccc(C(=O)O)cc1,0.2

# 4 consecutive records already listed, quoted:
SMILES,TcdB inh
Cc1ccc(S(=O)(=O)NCC[C@@H]2CC[C@H](NC(=O)c3cccnc3)[C@H](CO)O2)cc1,-1.3
C[C@H]1CN([C@@H](C)CO)C(=O)c2cc(NC(=O)NC3CCCCC3)ccc2O[C@H]1CN(C)Cc1ccc(C(=O)O)cc1,0.2
C[C@@H]1CN([C@H](C)CO)C(=O)c2cc(NC(=O)CCN3CCOCC3)ccc2O[C@H]1CN(C)C(=O)Nc1ccc(C(F)(F)F)cc1,-6.4
O=C(CN1CCOCC1)N[C@@H]1CC[C@@H](CCNC(=O)C2CCC2)O[C@H]1CO,1.9

# Compounds above with an NH in an aromatic ring, in the order listed:
SMILES,TcdB inh
COc1ccc2c3c([nH]c2c1)[C@@H](CO)N(C(=O)c1cccnc1)CC31CCN(C(=O)CN(C)C)CC1,0.4
COc1ccc2c3c([nH]c2c1)[C@@H](CO)N(C(=O)Nc1ccc(F)cc1)CC31CCN(S(=O)(=O)c2cccc(F)c2)CC1,-0.2

# An excerpt; count on the stated rates, not on these rows.
